PhoP GFP inhibition = PhoP regulon inhibitors, Salmonella typhi PhoP promoter GFP reporter, confirmatory (AID 1850); Salmonella Typhi PhoP-promoter GFP reporter, fluorescence, 4 h; higher % means a stronger effect; inhibition, % at 50 µM; hits with a dose series show IC50 in µM; 310,000 tested, 0.33% active; in the data active = a potency from the dose series; inconclusive = inhibition mostly from about 25% at the one dose, without a potency; inactive = the rest, 99 in 100 with inhibition below about 19%;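 also: 0% = induced wells with vehicle and 100% = uninduced wells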
inhibitors of VEEV = inhibitors of VEEV TC-83 cytopathic effect, confirmation, Vero cells (AID 588727). Vero cells, VEEV TC-83 cytopathic effect inhibition; higher % means a stronger effect. one-dose inhibition, % at 20 µM; IC50 in µM for titrated hits. 350,000 tested, 0.13% active; in the data active = a potency from the dose series; inconclusive = inhibition mostly from about 14% at the one dose, without a potency; inactive = the rest, 99 in 100 with inhibition below about 12%; also: strong numbers were not always called active
H37Rv inhibition = M. tuberculosis growth inhibition, HTS (AID 449762); inhibition, % at 25 µM, or IC50 in µM where a hit was titrated; 330,000 tested, 0.59% active; M. tuberculosis H37Rv growth inhibition, 7H9 media; higher % means a stronger effect; in the data active = a potency from the dose series; inconclusive = inhibition above about 70% without an active follow-up result;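 also: bacterial growth assessed after seven days of incubation; strong numbers were not always called active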
influenza NS1A = H1N1 influenza NS1A inhibitors, functional cell based assay (AID 504329); NS1A functional cell-based assay, percent inhibition; higher % means a stronger effect; 340,000 tested, 0.3% active; inhibition, % at 12.5 µM, or IC50 in µM where a hit was titrated; in the data active = a potency from the dose series; inconclusive = inhibition above about 27% without an active follow-up result; also: strong numbers were not always called active
M. tuberculosis = growth inhibition of non-replicating M. tuberculosis (AID 488890); Mycobacterium tuberculosis non-replicating, growth inhibition; higher % means a stronger effect; inhibition, % at 25 µM; hits with a dose series show IC50 in µM; 320,000 tested, 0.39% active; in the data active = a potency from the dose series; inconclusive = inhibition mostly from about 82% at the one dose, without a potency; inactive = the rest, 99 in 100 with inhibition below about 76%;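 also: plate controls were DMSO cells for no effect and high antibiotic wells for full effect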
inhibitors of VEEV 10K pilot screen = recorded beside inhibitors of VEEV, whose call it bears; inhibition, %; measured here: 10K pilot screen inhibition
An asterisk follows results filed as active; i = inactive; ? = inconclusive; nt = no result given.

SMILES	PhoP GFP inhibition	inhibitors of VEEV	H37Rv inhibition	influenza NS1A	M. tuberculosis	others
COc1ccccc1C1(CCN=Cc2ccc(N(C)C)cc2)CCOC(C)(C)C1 (stereo not given)	0.9%	0.6%	3.1%	-5.4%	4.9%
CCOC(=O)c1sc2cc([N+](=O)[O-])cc(SCC(=O)OC)c2c1N	-6.9%	2.2%	?	15.0%	?
COc1ccccc1CN1CCC(n2nccc2NC(=O)c2ccccc2Cl)CC1	2.4%	i	5.1%	0.2%	19.2%
C/C(Cn1ncc(N2CCOCC2)c(Cl)c1=O)=N\O	9.2%	i	5.8%	-19.8%	-3.7%
C[C@@H](C(O)c1ccccc1)N(C)C(=O)CCc1ccccc1 (stereo not given in full)	0.4%	0.0%	-0.3%	-2.4%	-16.0%
COc1ccc(-n2nc(C(=O)NCC(=O)N(C)Cc3ccccc3)c3ccccc3c2=O)c(OC)c1	10.4%	4.7%	-1.1%	-3.8%	-6.1%
COC(=O)CC1Oc2ccccc2N(Cc2ccc(C)cc2)C1=O (stereo not given)	-1.3%	2.1%	-5.5%	2.4%	12.9%
COC(C[C@H]1O[C@@H]1[C@H](O)COCc1ccccc1)OC	nt	i	5.0%	7.0%	-5.3%
O=C(Cn1cnc2ccccc2c1=O)Nc1nc2ccccc2s1	-6.4%	0.5%	1.9%	-7.8%	4.3%
CC1CCCN(c2nc3nonc3nc2N2CCCC(C)C2)C1 (stereo not given)	4.7%	0.8%	3.2%	-14.4%	23.5%
Cc1nnsc1C(=O)NC1CCCc2c1cnn2-c1cc(F)cc(F)c1 (stereo not given)	2.8%	3.9%	41.8%	-1.2%	55.7%
Cc1ccc(/C=C/C(=O)OCC(=O)NCc2cccs2)o1	nt	4.7%	2.3%	-9.4%	6.0%
CCC(C)NS(=O)(=O)c1ccc(OCC(=O)NCc2ccco2)cc1 (stereo not given)	4.2%	1.9%	6.0%	-1.4%	6.3%
Cc1nc(SCc2nc3ccc(Cl)cc3[nH]2)c2oc3ccccc3c2n1	nt	1.6%	25.0%	-6.1%	51.8%
CC(=O)c1cccc(NC(=O)CN(C)S(=O)(=O)c2ccccc2)c1	5.2%	1.6%	-5.8%	-0.9%	1.2%
CC1CC2c3cccc(C(=O)O)c3C(=O)N2c2ccc(Cl)cc21 (stereo not given)	-3.5%	0.2%	-0.6%	5.5%	54.7%
Cc1nnc(NC(=O)CSc2nc(N)c(NC(=O)c3cccs3)c(=O)[nH]2)s1	-0.1%	1.0%	-2.4%	-11.9%	-6.4%
O=C(CN1C(=O)NC2(CCCCCCC2)C1=O)Nc1c(Cl)cccc1Cl	nt	0.0%	-2.4%	-4.7%	9.2%
CCC(C)NC(=O)C1CC(c2ccc(OC)cc2)=NO1 (stereo not given)	-0.6%	3.1%	nt	0.6%	nt	inhibitors of VEEV 10K pilot screen=0.3
Cc1ccc2sc(C)[n+](CCC(C)S(=O)(=O)[O-])c2c1 (stereo not given)	7.8%	i	11.3%	-0.1%	-13.9%
CCn1nc(C(=O)Nc2ccc(C)c(C)c2)c(Cl)c1Cl	-8.2%	i	-0.3%	6.1%	-1.7%
CCOc1ccc(C(C)C)cc1S(=O)(=O)n1nc(C)cc1C	9.2%	i	0.8%	1.1%	7.3%
CCN(CC)C(=O)C1CCCN(c2ccc([N+](=O)[O-])cc2/C=N/NC(=O)c2cccc([N+](=O)[O-])c2)C1 (stereo not given)	-6.8%	7.4%	33.2%	-4.1%	7.4%
CN(Cc1ccccc1)CC(O)COc1ccc(CNCCOc2cccnc2)cc1 (stereo not given)	0.7%	i	-0.5%	-0.2%	7.7%
Cc1nc(CC(=O)c2ccc(O)c(C)c2O)cs1	4.9%	i	-6.3%	-5.3%	0.4%
O=C(c1ccccc1)C(CN1CCCCC1)c1ccccc1 (stereo not given)	nt	?	nt	-16.1%	nt
CC(=O)Oc1ccc2nc(/C=C/c3ccccc3)oc(=O)c2c1	-0.9%	1.2%	26.5%	-0.1%	?
COc1cccc(C(=O)/C=C/c2ccc(SC)cc2)c1	-1.3%	3.2%	?	-3.7%	72.0%
COc1ccc(CC(=O)Nc2cccc(C(C)=O)c2)cc1S(=O)(=O)N1CCOCC1	nt	1.1%	-4.6%	0.9%	-2.4%
CC(C)(C)N(Cc1ccccc1)C(=O)COC(=O)/C=C/c1ccc2c(c1)OCO2	nt	0.3%	8.1%	-0.8%	14.3%
CC(C)c1ccc(C(O)Cc2nc3ccccc3n2C)cc1 (stereo not given)	1.4%	i	2.2%	17.2%	41.1%
CCc1ccc(N(C(=O)c2ccco2)C(C(=O)NC2CCCC2)c2ccco2)cc1 (stereo not given)	-4.3%	i	-2.1%	9.3%	4.8%
O=C(Cc1sc(Nc2ccccc2)nc1-c1ccccc1)NCc1ccccc1	18.1%	8.8%	-5.4%	-1.1%	64.2%
O=[N+]([O-])c1cc([As](=O)(O)c2ccc(O)c([N+](=O)[O-])c2)ccc1O	-1.2%	3.8%	10.2%	-21.4%	2.8%
COc1ccccc1CNC(=O)CCC(=O)N1CCOc2ccc(Cl)cc21	-5.0%	7.8%	-2.7%	2.4%	4.0%
CCOc1ccccc1NC(=O)CCCNC(=O)Cn1cnc2sc(C)c(C)c2c1=O	2.5%	0.3%	3.0%	7.0%	-3.9%
Cc1ccc(N2C(=O)c3ccc(C(=O)N4CCN(c5ccc(C)c(C)c5)CC4)cc3C2=O)cc1	0.8%	0.5%	-5.8%	2.9%	4.5%
CS(=O)(=O)N(CC(=O)Nc1ccccc1)Cc1ccc(Cl)cc1	-7.5%	i	-2.3%	3.0%	-3.9%
CC(C)Oc1ccc(CNS(=O)(=O)c2csc(C(N)=O)c2)cc1	-31.4%	1.6%	4.1%	1.7%	6.1%
CCOC(=O)c1c(CN2CCNCC2)nc2ccc(Cl)cc2c1-c1ccccc1	nt	i	nt	-15.9%	nt
COc1cc(NC(=O)c2ccccc2)c(OC)cc1NC(=O)CN1CCOCC1	-12.7%	11.3%	41.5%	-17.5%	34.2%
O=C(CNC(=S)N(Cc1ccccc1Cl)C1CCCC1)NCCN1CCOCC1	0.2%	i	-4.5%	-4.1%	21.1%
COCCCn1c(SCC(=O)N2CC(=O)Nc3ccccc32)nnc1-c1ccoc1C	14.2%	3.5%	2.4%	1.8%	-0.1%
O=c1c2c3c(sc2nc2n1CCCC2)CCCCC3	-16.3%	1.1%	2.9%	-20.7%	7.2%
CN1CCC2CC1c1cc(-c3ccc(C(F)(F)F)cc3)ccc12 (stereo not given)	nt	4.2%	nt	-11.4%	nt
C[C@H](NC(=O)c1nc[nH]c1C(=O)N1CCc2ccccc2C1)C(=O)OC(C)(C)C	4.3%	0.2%	11.6%	-3.0%	69.1%
COCCOC(=O)c1c(N)n(Cc2ccco2)c2nc3ccccc3nc12	-7.7%	6.9%	25.6%	-7.6%	5.1%
Nc1ccc(Sc2cnn(-c3ccccc3)c(=O)c2Cl)cc1	8.5%	0.1%	5.7%	4.1%	17.8%
O=C(CSc1nc2c(cnn2-c2ccccc2)c(=O)[nH]1)N1N=C(c2cccs2)CC1c1ccc(F)cc1 (stereo not given)	6.3%	5.2%	3.6%	20.2%	16.2%
CN(CC(=O)Nc1ccccc1N1CCOCC1)CC(=O)Nc1ccc(F)c(F)c1F	-3.8%	0.7%	4.9%	7.7%	7.7%
CN(C)S(=O)(=O)c1cccc(NC(=O)COC(=O)CNC(=O)c2cccc([N+](=O)[O-])c2)c1	3.2%	1.7%	-1.6%	-1.8%	-8.8%
O=c1[nH]cnc2c1ccn2C1OC(CO)C(O)C1O (stereo not given)	nt	i	nt	-9.0%	nt
Cc1cccc(NC(=O)c2ccccc2O)c1C	4.5%	1.1%	-2.3%	-4.0%	73.9%
CCOC(=O)c1ccc2c(c1)n(Cc1ccccc1)c(C)[n+]2CC	3.6%	0.2%	3.3%	8.3%	10.1%
Cc1ccc(C)c(NC(=O)CCN2CCN(C)CC2)c1	-1.4%	i	2.0%	0.0%	-2.3%
Cc1[nH]n(-c2ccccc2)c(=O)c1C=Nc1ccc(S(=O)(=O)N=C(N)N)cc1	9.0%	0.5%	-3.4%	8.9%	32.4%
O=C(Nc1ccc(Cl)c([N+](=O)[O-])c1)c1ccc(NCCCN2CCOCC2)c([N+](=O)[O-])c1	-3.8%	4.7%	?	-0.5%	0.9%
CCC(=O)Nc1cccc(C(=O)OCc2cccc([N+](=O)[O-])c2)c1	nt	0.1%	nt	3.8%	nt	inhibitors of VEEV 10K pilot screen=0.0
Cc1cccc(Nc2ccc([N+](=O)[O-])cn2)c1	2.2%	0.8%	7.0%	-3.1%	22.1%
CN1CCN(C2Cc3cc(Cl)ccc3Sc3cc(F)ccc32)CC1 (stereo not given)	35µM*	i	?	18.9%	?
Next part:
SMILES	PhoP GFP inhibition	inhibitors of VEEV	H37Rv inhibition	influenza NS1A	M. tuberculosis	others
CCN(CC)C(=O)Cn1nc(-c2ccccc2O)nc1SCC(=O)Nc1ccc(OC)cc1	-0.8%	i	-13.1%	0.0%	7.0%
NC(=O)CSc1nnc(-c2ccc(S(=O)(=O)N3CCCC3)cc2)n1CC1CCCO1 (stereo not given)	3.0%	1.6%	-8.3%	4.0%	-5.2%
CN(C)CCCN(C(=O)c1cc2ccccc2oc1=O)c1nc2ccc(F)cc2s1	5.3%	0.1%	5.6%	5.6%	19.6%	inhibitors of VEEV 10K pilot screen=0.0
COC(=O)c1sc(NC(=O)COc2cccnc2[N+](=O)[O-])c(C(=O)OC)c1C	nt	7.7%	3.6%	-7.5%	-0.2%
CCc1c(C)nc(SCC(=O)c2ccc(C)c(C)c2)[nH]c1=O	1.7%	0.2%	0.9%	-2.0%	-9.0%
O=C(O)CCCC(=O)Nc1cccc([N+](=O)[O-])c1	5.1%	0.5%	-7.0%	-5.3%	-3.9%
NC(=O)c1ccccc1N	19.0%	i	6.1%	-15.3%	14.1%
CCOC(=O)c1c(C)n(C)c2ccc(OC)c(NC(=O)CCN3CCSCC3)c12	2.9%	0.5%	-5.8%	-1.8%	-8.8%
COC(=O)C1C2C=CC3(CN(Cc4cccs4)C(=O)C13)O2 (stereo not given)	-10.1%	4.7%	0.2%	6.8%	-1.4%	inhibitors of VEEV 10K pilot screen=1.0
FC(F)(F)c1ccnc(Sc2n[nH]c(C(F)(F)F)n2)c1	16.9%	0.1%	-5.1%	-36.6%	35.8%

Entries from the list above with a nitro group on carbon (9):
SMILES	PhoP GFP inhibition	inhibitors of VEEV	H37Rv inhibition	influenza NS1A	M. tuberculosis	others
CCOC(=O)c1sc2cc([N+](=O)[O-])cc(SCC(=O)OC)c2c1N	-6.9%	2.2%	?	15.0%	?
CCN(CC)C(=O)C1CCCN(c2ccc([N+](=O)[O-])cc2/C=N/NC(=O)c2cccc([N+](=O)[O-])c2)C1 (stereo not given)	-6.8%	7.4%	33.2%	-4.1%	7.4%
O=[N+]([O-])c1cc([As](=O)(O)c2ccc(O)c([N+](=O)[O-])c2)ccc1O	-1.2%	3.8%	10.2%	-21.4%	2.8%
CN(C)S(=O)(=O)c1cccc(NC(=O)COC(=O)CNC(=O)c2cccc([N+](=O)[O-])c2)c1	3.2%	1.7%	-1.6%	-1.8%	-8.8%
O=C(Nc1ccc(Cl)c([N+](=O)[O-])c1)c1ccc(NCCCN2CCOCC2)c([N+](=O)[O-])c1	-3.8%	4.7%	?	-0.5%	0.9%
CCC(=O)Nc1cccc(C(=O)OCc2cccc([N+](=O)[O-])c2)c1	nt	0.1%	nt	3.8%	nt	inhibitors of VEEV 10K pilot screen=0.0
Cc1cccc(Nc2ccc([N+](=O)[O-])cn2)c1	2.2%	0.8%	7.0%	-3.1%	22.1%
COC(=O)c1sc(NC(=O)COc2cccnc2[N+](=O)[O-])c(C(=O)OC)c1C	nt	7.7%	3.6%	-7.5%	-0.2%
O=C(O)CCCC(=O)Nc1cccc([N+](=O)[O-])c1	5.1%	0.5%	-7.0%	-5.3%	-3.9%

High-throughput results (PubChem)
